Source: PubChem BioAssay
SSB-PriA inh = inhibitors of Klebsiella pneumoniae PriA binding to SSB C-terminal tail; actives 0.6% (n = 430,000); AlphaScreen SSBct-PriA binding, biotinylated peptide; inhibition, % at 33 µM; in the data active = inhibition mostly above about 37%, no sharp cut-off; inactive = mostly below about 20%;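 also: plate controls were negative control peptide for no effect and reference peptide for full effect; strong numbers were not always called active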
Starred values were filed as active, the others as inactive; i = inactive; & = joins results of further samples. A portion of the library; rates above refer to the full screens.

SMILES | SSB-PriA inh
O=C(CN1C(=O)CCC1=O)NCc1ccc(C(=O)c2cccs2)s1 | 1
Cn1c(=O)c2c(ncn2CC(=O)N2CCC(c3nnc(-c4ccco4)s3)CC2)n(C)c1=O | -19
CC(Oc1ccccc1)C(=O)NCC(O)(c1ccccc1)C1CC1 (stereo not given) | 6
O=C(NC1CCCC1)C1(c2cccs2)CCCC1 | -17
O=C(Nc1cccc(-c2nc3ccccc3s2)c1)c1cc(-c2ccco2)on1 | -15
NNC(=O)c1n[nH]c2c1CCC2 | -15
COc1cccc(C(=O)N2CC(c3nc(-c4ccccn4)no3)C2)c1 | -10
Cc1ccc2oc(C(=O)NCCc3ccc(S(N)(=O)=O)cc3)cc2n1 | 5
Cc1cc(C)cc(C(=O)NCCn2ncc3c(N4CCCC4)ncnc32)c1 | -6
CCOc1cc(-c2ccc(C)cc2)nc2ccc(C(=O)NCCCc3ccco3)cc12 | -15&8
Cc1ccccc1CSc1n[nH]c(=O)c2cc(-c3cccs3)nn12 | -8
CSC1CC2CCC(C1)N2C(=O)c1ccc(Br)o1 (stereo not given) | -7
COc1ccc(CC(=O)NCCn2nc(-c3cccs3)ccc2=O)cc1OC | 3
O=C(NCc1ccco1)C(=O)NCC(c1cccs1)N1CCc2ccccc2C1 (stereo not given) | -33
CC(Oc1ccc(F)cc1)C(=O)Oc1ccc(Cl)cc1 (stereo not given) | -5
C[C@H](N)C12CC3CC(CC(C3)C1)C2 | -19
CCOC(=O)C(CC)C(C)=NNC(=O)c1ccc([N+](=O)[O-])cc1 (stereo not given) | 0
CCOC(=O)c1c(NC(=O)CSc2nnc(-c3ccncc3)o2)sc2c1CCC2 | -7
CCOC(=O)C(NC(=O)[C@@H]1CCCN1c1nc2ccccc2o1)C(=O)OCC | -8
Cc1cc(C)nc(NS(=O)(=O)c2ccc(NC(=O)c3ccc4c(c3)CCCC4)cc2)n1 | 13
COC(C)(CNC(=O)c1cc(=O)c2ccccc2o1)c1ccccc1F (stereo not given) | 2
CS(=O)(=O)N1CCC(CNC(=O)NCc2cccs2)CC1 | -3
CCOC(=O)C1CCN(C(=NS(=O)(=O)c2ccc(F)cc2)c2ccccc2)CC1 | -3
O=c1[nH]c2ccccc2c(=O)n1C1CCN(S(=O)(=O)/C=C/c2ccccc2)CC1 | -11
COC[C@@](C)(O)CNC(=O)c1cc2ccc(OC)cc2[nH]1 | -5
CC(C)[C@H](NC(=O)c1ccc(C(C)(C)C)cc1)C(=O)NC1=NCCS1 | -2
N#Cc1nccnc1O[C@H]1CCCN(C(=O)c2cnc3ccccc3n2)C1 | -18
CCCS(=O)(=O)N1CCc2ccc(NC(=O)C3(c4ccc(OC)cc4)CCOCC3)cc2C1 | -11
CC(=NNc1nc(C(C)(C)C)cs1)c1ccccc1 | 7
Cc1cc([N+](=O)[O-])c(NCCCO)c([N+](=O)[O-])c1 | 24
CC1CCCCC1NC(=O)CON=Cc1ccc(OC(F)F)cc1 (stereo not given) | -8
Cc1cc(NC(=O)COc2coc(CN3CCN(C(=O)c4ccco4)CC3)cc2=O)no1 | -11
Cc1nc(C)c(C(=O)NCCCn2nc(-c3ccc(F)cc3)ccc2=O)s1 | -6
CN(C)C(CNC(=O)C(=O)Nc1ccccc1Cl)c1cccc2ccccc12 (stereo not given) | 11
O=C(Nc1ncc([N+](=O)[O-])s1)c1ccc(=O)n(Cc2ccccc2Cl)c1 | -9
O=C(NN=Cc1ccc(Cl)cc1Cl)c1ccc2nc[nH]c2c1 | -4
Cc1ccc(C)c(N2CCN(S(=O)(=O)CCOc3ccccc3)CC2)c1 | -2
CC(C)c1ccc(NC(=O)c2csc(Nc3ccc(S(C)(=O)=O)cc3)n2)cc1 | 0
COC(=O)C(Cc1ccc(O)cc1)NC(=O)c1ccc(OC)c(OC)c1 (stereo not given) | -4
CCOC(=O)N1CCN(C(=O)CN2CC(c3nc(-c4ccco4)no3)C2)CC1 | 4

Pulled by compound from the list above, three records:
SMILES | SSB-PriA inh
CC(=NNc1nc(C(C)(C)C)cs1)c1ccccc1 | 7
Cc1ccccc1CSc1n[nH]c(=O)c2cc(-c3cccs3)nn12 | -8
Cc1ccc(C)c(N2CCN(S(=O)(=O)CCOc3ccccc3)CC2)c1 | -2

The list continues:
SMILES | SSB-PriA inh
O=c1ccc(-c2cccs2)nn1CCCNS(=O)(=O)c1ccccc1C(F)(F)F | -3
Cc1ccc(-n2cc(C(=O)N3CCC(NC(=O)c4ccccc4Cl)CC3)nn2)cc1C | -14
COc1ccc(NC(=O)C(=O)NN=Cc2ccc(CNC(=O)C(=O)Nc3ccc(C)c(C)c3)o2)c(OC)c1 | 4
N#Cc1ccsc1NC(=O)c1ccc([N+](=O)[O-])o1 | -3
COc1cccc(-c2csc(-n3nc(C)cc3NC(=O)CC(C)C)n2)c1 | -10
CCOc1cccc2cc(-c3nnc(NC(=O)Cc4ccc(OC)cc4)o3)oc12 | -9
COC(=O)c1ccc(S(=O)(=O)N2CC(Oc3nccs3)C2)cc1 | -9
O=C(NN1C(=O)/C(=C\C=C\c2ccco2)SC1=S)c1ccc([N+](=O)[O-])cc1 | 7
COC(=O)c1c(NC(=O)C2Oc3ccccc3OC2C)sc(C)c1C (stereo not given) | -2
COc1ccc(CCC(=O)N2CCc3c(cnc4cc(C)nn34)C2)c(OC)c1OC | -13
C=CCn1c(SCc2nc(-c3ccc(C(F)(F)F)cc3)no2)nc2cc3c(cc2c1=O)OCO3 | 2
COc1ccc(-c2nn(-c3ccccc3)cc2/C=C(\C#N)S(=O)(=O)c2ccccc2)cc1Cl | 4
O=S(=O)(c1cccc(Cl)c1Cl)N1CCN(c2ccc(-c3ccccc3)nn2)CC1 | -5
Cc1ccc(NC(=O)CC2SC(=NN=Cc3ccco3)NC2=O)cc1Cl (stereo not given) | -1
O=C(c1ccccc1)N1CCN(Cc2nncn2-c2ccccc2)CC1 | 4
COc1ccc(OC)c(NC(=S)NCc2ccc3c(c2)cc(C)n3C)c1 | 81*
COc1ccc(Cl)cc1C(=O)Nc1ccc2c(c1)CN(C(=O)c1ccco1)CC2 | -5
COc1cc([C@@H]2C3=C(OC(=N)C2C#N)c2ccccc2N(Cc2ccccc2F)S3(=O)=O)cc(OC)c1OC (stereo not given in full) | -1
Cc1ccc(-c2ccc(N3CCN(S(=O)(=O)CCc4ccccc4)CC3)nn2)cc1C | -17
CN=C(NS(=O)(=O)c1cc(C)ccc1C)c1ccccc1 | -13
Cc1ccc(NC(=S)NN=Cc2ccc(Cl)c([N+](=O)[O-])c2)cc1 | -10
CC(=O)c1cccc(NC(=O)COc2ccc(Cl)cc2Cl)c1 | -9
O=C(NCCCS(=O)(=O)N1CCN(c2ccccn2)CC1)c1cc2ccccc2oc1=O | -7
O=C(NNC(=O)c1ccc(=O)n(Cc2ccccc2)c1)c1cccc(C(F)(F)F)c1 | 1
COc1ccc(OC)c(S(=O)(=O)N2CCN(c3ccc(-c4ccco4)nn3)CC2)c1 | -7
O=C1NC(=NS(=O)(=O)c2ccccc2)S/C1=C\c1cc([N+](=O)[O-])ccc1O | -9
CCOC(=O)c1c(Nc2ccccc2)sc(C(=O)c2ccc(-c3ccccc3)cc2)c1C | 1
CCOC(=O)c1oc2ccc(NC(=O)c3ccccc3OC)cc2c1C | -9
Cn1nc(CN(Cc2ccco2)S(=O)(=O)c2cccs2)c2c1CCC2 | -2
Cc1cc(NC(=O)c2cccc3ccccc23)n(-c2nc3c(cnn3-c3ccc(F)cc3)c(=O)[nH]2)n1 | 43*
O=C(NCCOc1ccccc1)NCC1(c2cccs2)CCCC1 | -16
CC(C)S(=O)(=O)Nc1ccc2c(c1)N(C(=O)C1CC1)CC2 | 1
CCCCC(=O)NN=Cc1cc([N+](=O)[O-])ccc1N1CCOCC1 | -4
O=C(CCS(=O)(=O)c1ccccc1)N1CCCSCC1CN1CCCC1 (stereo not given) | -16
O=S(=O)(c1ccc(Br)cc1)N1CCCN(S(=O)(=O)c2ccc(Br)cc2)CC1 | -10&-9
COc1ccc(CNC(=O)COC(=O)CON=C(C)c2ccc3c(c2)OCO3)cc1 | -12
O=C(NCC1CCCO1)c1ccc(=O)n(Cc2cccc(F)c2)n1 (stereo not given) | -17
Cc1ccc(-c2cn3c(C(=O)Nc4ccc5c(c4)OCCO5)csc3n2)cc1 | 1
O=C(Nc1ccc(Nc2ccc(-n3cccn3)nn2)cc1)c1cc2ccccc2oc1=O | 56*
CC(C)(C)C(=O)N1CCc2ccc(NS(=O)(=O)Cc3ccccc3)cc21 | -13

Four successive compounds from above, for reference:
SMILES | SSB-PriA inh
CC(=NNc1nc(C(C)(C)C)cs1)c1ccccc1 | 7
Cc1cc([N+](=O)[O-])c(NCCCO)c([N+](=O)[O-])c1 | 24
CC1CCCCC1NC(=O)CON=Cc1ccc(OC(F)F)cc1 (stereo not given) | -8
Cc1cc(NC(=O)COc2coc(CN3CCN(C(=O)c4ccco4)CC3)cc2=O)no1 | -11

Structural class: those above containing bromine
SMILES | SSB-PriA inh
CSC1CC2CCC(C1)N2C(=O)c1ccc(Br)o1 (stereo not given) | -7
O=S(=O)(c1ccc(Br)cc1)N1CCCN(S(=O)(=O)c2ccc(Br)cc2)CC1 | -10&-9

More entries follow.
SMILES | SSB-PriA inh
C/C(=N\NC(=O)c1cc(-c2cccc([N+](=O)[O-])c2)n[nH]1)c1cccc(O)c1 | i
O=C(CCCc1ccccc1)NCc1ccc(C(O)c2cccs2)s1 (stereo not given) | -7
Cc1cc(NC(=O)c2sc3ccccc3c2Cl)on1 | -9
CS(=O)(=O)c1ccc(-c2ccc(NC(=O)c3ccco3)cc2)nn1 | -1
CCOc1ccccc1N(CC(=O)NN=Cc1cc(Br)ccc1OC)S(C)(=O)=O | 0
O=C(CSc1nnc(-c2cccc(Cl)c2)n1-c1ccccc1)c1cccc([N+](=O)[O-])c1 | 6
CCOC(=O)c1c(NC(=O)/C=C/c2cccc([N+](=O)[O-])c2)sc(Cc2ccc3c(c2)OCO3)c1C | -5
COc1ccc(C(=S)N2CCN(C(=S)Nc3ccc(Cl)cc3)CC2)cc1 | -4
N#Cc1c(-c2ccc(O)cc2)c2c([nH]c1=S)CCC2 | 0
COc1cc(Br)cc2cc(C(=O)NNC(=O)c3ccncc3)c(=O)oc12 | 1
O=S(=O)(/C=C/c1ccccc1)NCc1ccccc1 | -18
N#C/C(=C\c1ccc([N+](=O)[O-])cc1)c1nc2ccccc2[nH]1 | 1
COc1ccc(-c2cn3cccnc3n2)cc1NS(=O)(=O)c1ccc(C)cc1 | 0
CCOC(=O)c1c(NC(=O)COc2ccccc2)sc2nc(C)cc(C)c12 | -3&-3
CC(=NNC(=O)c1ccc2c(c1)OCO2)c1ccco1 | 2
CCNC(=O)CC(C)=NNC(=O)C(=O)Nc1ccc(CC)cc1 | 0
CCc1nnc2ccc(N3CCN(C(=O)Nc4ccc(C(F)(F)F)cc4)CC3)nn12 | -12
ON=C1CCCc2c1nc(-c1ccccc1F)n2O | -4
Cc1ccccc1NC(=O)N[C@@H](C)Cc1ccoc1 | -1
COc1ccc(-c2ccc(NC(=O)c3c(OC)cccc3OC)cc2)nn1 | -20
O=C(O)CCC(=NNC(=O)c1ccccc1Br)c1ccccc1 | -6
Cc1cc(F)ccc1S(=O)(=O)N1CCc2nc3ccc(F)cn3c(=O)c2C1 | -5
O=C(Cn1ccc2ccccc21)Nc1cc(N2CCN(Cc3ccccc3)CC2)ncn1 | 44*
COc1ccc(OC)c2sc(N(CC3CCCO3)C(=O)CN(C)S(C)(=O)=O)nc12 (stereo not given) | -1
COc1ccccc1CCNC(=O)c1cccc(Oc2ccccn2)c1 | -4
O=S(=O)(NCC(c1ccsc1)N1CCOCC1)c1ccc(F)cc1F (stereo not given) | -6
COc1ccc(C=NNS(=O)(=O)c2ccc(C)cc2)cc1 | -4
NC(N)=NN=Cc1ccc(OCc2ccc(Cl)cc2)cc1 | 18
Cc1ccc(C)c2sc(NC(=O)c3ccc(N(C)C)cc3)nc12 | -10
Cc1ccccc1OCC(=O)N(Cc1cccs1)C1CCOCC1 | -28
CCN(CC)c1ccc(C=NNC(=O)c2ccc3c(c2)OCCO3)cc1 | -17
CC1CCN(c2ccc(-c3ccc(NS(=O)(=O)c4ccccc4Cl)cc3)nn2)CC1 | 6
CC(=O)C(C=Nc1ncc(C(F)(F)F)cc1Cl)=C(C)O | -5
COc1ccc(NC(=O)Nc2ccc(Nc3ccc(C)nn3)cc2)cc1OC | 2
CCOC(=O)C1CCN(C(=O)Cc2csc(Nc3cccc(Cl)c3)n2)CC1 | 2&10
COc1ccc(NCc2nn3cc(-c4ccc(OC)c(OC)c4)c4c3n2CCCC4)cc1 | 11
O=C(CCCS(=O)(=O)c1ccccc1)Nc1nc2c(Cl)ccc(Cl)c2s1 | -4
Oc1ccc(C=NNC(=S)Nc2cccnc2)cc1 | -3
CC[C@H](Sc1nc2cc(OC)c(OC)cc2c2nc(C)nn12)C(=O)NC1CCCCC1 | -6
O=C(Cn1cnc(-c2ccc(F)cc2)cc1=O)Nc1ccc(F)cc1 | -5

A draw from above in order of length of the SMILES, rising.
SMILES | SSB-PriA inh
COc1ccc(C=NNS(=O)(=O)c2ccc(C)cc2)cc1 | -4
COc1ccccc1CCNC(=O)c1cccc(Oc2ccccn2)c1 | -4
O=C(Cn1cnc(-c2ccc(F)cc2)cc1=O)Nc1ccc(F)cc1 | -5
COc1ccc(NC(=O)Nc2ccc(Nc3ccc(C)nn3)cc2)cc1OC | 2
O=C(CCCS(=O)(=O)c1ccccc1)Nc1nc2c(Cl)ccc(Cl)c2s1 | -4
Cc1cc(F)ccc1S(=O)(=O)N1CCc2nc3ccc(F)cn3c(=O)c2C1 | -5
CC[C@H](Sc1nc2cc(OC)c(OC)cc2c2nc(C)nn12)C(=O)NC1CCCCC1 | -6

Other structures follow:
SMILES | SSB-PriA inh
Cc1cc(=O)oc2cc(OCc3ccc(F)cc3)ccc12 | -10
O=C(Cc1ccc(F)cc1)NCC1CCN(c2ccncc2)CC1 | -13
O=C(CSc1nccn2nc(-c3cccc4ccccc34)cc12)Nc1ccccc1C(F)(F)F | -2
O=C(Cn1c(=O)oc2ccccc21)NCCn1ccnc1-c1cnccn1 | 18
CC(Oc1ccc(F)cc1)C(=O)Oc1ccc(Br)cc1 (stereo not given) | 4
O=C(NCCSC1CCOCC1)Nc1ccc(F)cc1 | 13
